Source: PubChem BioAssay
OX1R antag: blocks the human orexin 1 receptor | inhibition, % at 5 µM | AID 434989 | hit rate 0.43% among 330,000 | CHO/OX1R cells, Fluo-8 calcium fluorescence, orexin A;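 active = inhibition above its plate's threshold, mean inhibition of all tested compounds on the plate plus 3 SD, cut at about 37% in these data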;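 note: 0% = orexin A challenge wells and 100% = SB-334867-A antagonist wells; not every result past the cut was called active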
Target sequence (O43613 whole entry, looked up): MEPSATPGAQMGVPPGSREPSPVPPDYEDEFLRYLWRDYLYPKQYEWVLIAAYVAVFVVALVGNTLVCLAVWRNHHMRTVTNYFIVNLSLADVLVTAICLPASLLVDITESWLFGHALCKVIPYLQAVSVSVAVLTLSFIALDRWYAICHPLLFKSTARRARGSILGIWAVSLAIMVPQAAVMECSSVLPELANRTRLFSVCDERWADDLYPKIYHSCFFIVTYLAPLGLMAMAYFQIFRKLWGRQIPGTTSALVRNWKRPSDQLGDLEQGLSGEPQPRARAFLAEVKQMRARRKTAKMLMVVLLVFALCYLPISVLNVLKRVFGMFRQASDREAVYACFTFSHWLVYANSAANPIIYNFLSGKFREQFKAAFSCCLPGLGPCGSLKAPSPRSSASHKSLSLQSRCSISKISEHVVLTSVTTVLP
CHT allo act: human CHT allosteric activation | CHT-expressing cells, membrane potential dye, choline EC20; hits give high values; LV-AA mutant CHT in HEK293 cells | B-score at 10 µM | hit rate 0.49% among 310,000 | AID 488977;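 active = initial fluorescence not abnormally high and integrated response B-score, plate-corrected, over 3 SD above library mean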
Starred values were filed as active, the others as inactive; i = inactive; nt = not tested or not shown.

SMILES	OX1R antag	CHT allo act
CCC(C)n1c(-c2cccs2)nc2nc3ccccc3nc21 (stereo not given)	-14.7	i
O=[N+]([O-])c1cccc2ccc(/C=C/c3ccc(Cl)cc3)nc12	-27.4	i
COc1cc2[nH]c3c(=O)n(N)c(=O)[nH]c3c2cc1OC	-1.3	i
Cc1ccc(OCC(=O)N(C)CC(=O)Nc2ccc(Cl)c(C(F)(F)F)c2)c([N+](=O)[O-])n1	-9.0	nt
Cc1ccccc1CSCCNC(=O)c1ccc(Cl)c(S(=O)(=O)N2CCOCC2)c1	-23.1	i
COc1ccc(CCNC(=O)COc2ccc(S(=O)(=O)N3CCOCC3)cc2)cc1OC	14.7	i
CCN(CC(=O)Nc1c(C(=O)OC)[nH]c2ccccc12)c1ccc2c(c1)OCO2	-10.3	i
N#Cc1nc(COc2ccccc2)oc1NCCCn1ccnc1	-3.8	i
COc1ccc(S(=O)(=O)N(CC(=O)NCC2CCCO2)c2ccc(F)cc2)cc1OC (stereo not given)	-34.5	i
Cc1c(Cl)cccc1NC(=O)CNCc1ccccc1F	-12.8	i
C=C(C)CSc1nc(N)c(C#N)c(-c2ccc(C)cc2)c1C#N	2.0	i
CC(C)c1nnc(NC(=O)CC(=O)Nc2ccccc2C(=O)O)s1	-21.9	i
Cn1c(=O)c2c(nc(N3CCOCC3)n2CCCNC2=NCCCCC2)n(C)c1=O	-0.6	8.44*
CC1CCN(C(=S)c2cccc([N+](=O)[O-])c2)CC1	-12.6	i
COCCOC(=O)c1c(NC(=O)CN2CCOCC2)sc(C(N)=O)c1C	-8.6	i
COCCN(CC(=O)NC1CCCCC1)C(=O)CSc1nc2ccccc2o1	-17.8	i
COc1ccc(N2C(=O)c3ccccc3NC2c2ccc(OC)c(Cn3nnc4ccccc43)c2)cc1 (stereo not given)	-22.1	i
O=C(COC(=O)CNC(=O)c1ccccc1F)Nc1cccnc1Cl	7.1	i
COc1ccc([C@H]2CC(=O)C=C(c3ccccc3)C2)cc1OC	-8.6	nt
Cn1nc(C(=O)OCC(=O)c2ccc(Cl)cc2)c2ccccc2c1=O	-33.1	nt
Cc1cccc(NC(=O)C2C3C=CC(C4CC34)C2C(=O)O)c1 (stereo not given)	-13.8	i
CC(Sc1cccc[n+]1[O-])C(=O)Nc1ccc(Oc2ccccc2)cc1 (stereo not given)	5.4	i
CCOc1ccc(NC(=O)CC2C(=O)N(CC)C(=S)N2CCNC(C)=O)cc1 (stereo not given)	-20.0	i
COC(=O)c1c(NC(=O)C2C3C=CC(CC3)C2C(=O)O)sc(C)c1C (stereo not given)	-21.9	i
CNS(=O)(=O)c1ccc(NCC2COc3ccccc3O2)c([N+](=O)[O-])c1 (stereo not given)	3.0	i
FC(F)(F)c1cc(Cl)c2nnc(-c3ccccn3)n2c1	-13.3	i
CCOc1ccc(NC(=S)N2c3ccccc3CC2C)cc1 (stereo not given)	-10.3	i
Cc1cc(Nc2ccc(F)cc2)n2nc(C)nc2n1	-14.6	i
O=C(OCC(=O)N1CCCC1=O)c1cccc(S(=O)(=O)N2CCOCC2)c1	-4.9	i
CCN(CC(=O)Nc1ccc2c(c1)OCCO2)C(=O)c1ccc([N+](=O)[O-])s1	7.9	nt

Some of these compounds in order of the OX1R antag value, lowest first:
mol | OX1R antag
O=[N+]([O-])c1cccc2ccc(/C=C/c3ccc(Cl)cc3)nc12 | -27.4
Cc1ccccc1CSCCNC(=O)c1ccc(Cl)c(S(=O)(=O)N2CCOCC2)c1 | -23.1
Cc1cc(Nc2ccc(F)cc2)n2nc(C)nc2n1 | -14.6
N#Cc1nc(COc2ccccc2)oc1NCCCn1ccnc1 | -3.8

Later entries:
SMILES	OX1R antag	CHT allo act
O=C(Nc1ccc(N2CCCCC2)cc1)c1cc([N+](=O)[O-])cc([N+](=O)[O-])c1	0.4	i
COc1ccc(NS(=O)(=O)c2cc([N+](=O)[O-])ccc2N/N=C\c2c(C)[nH]c3ccccc23)cc1	4.7	i
COc1ccc(C(=O)Cc2cnn(-c3ccccc3)c2)c(O)c1	-14.4	i
O=C(Nc1ccc2c(c1)OCO2)C1COc2ccccc2O1 (stereo not given)	-21.3	i
O=C(Nc1nnc(-c2ccc(F)cc2)s1)c1c(F)cccc1Cl	-11.5	i
Nc1nc(SCc2ccc(F)cc2)n[nH]1	-14.9	i
COc1ccc(C(=O)Nc2ccc(C(=O)O)cc2NC(=O)c2ccc(OC)cc2)cc1	nt	i
CCn1c(SCc2ccc(Cl)cc2)nc2nc3c(cc2c1=O)CCCC3	-36.9	i
O=C(Cc1ccc(S(=O)(=O)N2CCCC2)s1)NC1CCCCCC1	-17.4	i
COc1ccc(NC(=O)CCNC(=O)c2ccccc2Cl)cc1OC	1.9	i

Grouped by structure: the entries above containing a thiophene ring, fused or not.
SMILES	OX1R antag	CHT allo act
CCC(C)n1c(-c2cccs2)nc2nc3ccccc3nc21 (stereo not given)	-14.7	i
COCCOC(=O)c1c(NC(=O)CN2CCOCC2)sc(C(N)=O)c1C	-8.6	i
COC(=O)c1c(NC(=O)C2C3C=CC(CC3)C2C(=O)O)sc(C)c1C (stereo not given)	-21.9	i
CCN(CC(=O)Nc1ccc2c(c1)OCCO2)C(=O)c1ccc([N+](=O)[O-])s1	7.9	nt
O=C(Cc1ccc(S(=O)(=O)N2CCCC2)s1)NC1CCCCCC1	-17.4	i

Next section
SMILES	OX1R antag	CHT allo act
Cc1ccc(C(=O)NCCc2nnc3ccc(SCC(=O)Nc4ccccc4F)nn23)cc1	-20.7	i
Cc1ccc(Nc2cc(C)nc3nc(C)nn23)c(C)c1	-6.7	i
CS(=O)(=O)N(CC(=O)Nc1ccccc1C(=O)NCc1ccccc1)c1ccc2c(c1)OCCO2	-19.9	i
COC(=O)CSc1nc2sc3c(c2c(=O)n1-c1ccccc1)CCN(C)C3	-12.6	i
COc1ccc(C(=O)N2CCC(C(N)=O)CC2)cc1S(=O)(=O)N1CCCC1	-4.5	nt
Cc1sc2ncnc(SCC(=O)c3cccs3)c2c1C	-24.8	i
C=CCn1c(N)cc(=O)nc1SCC(=O)Nc1ccccc1	-10.4	i
CCc1cccc(C)c1NC(=O)CSc1nc2ccc(N3C(=O)c4ccccc4C3=O)cc2s1	-32.6	i
COc1ccc(-c2cc(C(N)=O)nc(N3CCCCCC3)n2)cc1	-6.1	i
COc1ccc(NC(=O)CSc2n[nH]c(-c3ccco3)n2)cc1	3.9	i
O=C(c1ccco1)N1CCCC(Nc2ccc3c(c2)OCCO3)C1 (stereo not given)	-15.4	i
COC(=O)c1c(-c2ccccc2OC)sc2ccccc12	-14.0	nt
Cc1cccc(OCC(=O)Nc2ccccc2N2CCCCC2)c1C	-37.1	i
Cc1ccccc1NC(=O)Nc1ccc2c(c1)CCC2	-5.0	i
Cc1ccc(-c2csc3ncn(CC(=O)OC(C)C)c(=O)c23)cc1	-21.3	i
CCN(C(=O)COC(=O)/C=C/c1ccc(F)cc1)C1CCCCC1	-6.6	nt
CC(C)COc1ccc(Br)cc1CNC(C)(C)C	-17.6	i
CCc1c(C)nc2c(-c3ccccc3)c(C)[nH]n2c1=O	nt	i
COc1ccc(Cl)cc1C(=O)OCC(=O)Nc1cccnc1Cl	-6.5	nt
C[C@@H](NC(=O)c1cc2c([nH]c3ccccc32)c(-c2ccccc2)n1)C(=O)O	-16.3	i
CCCCNC(=S)N(C)/N=C/c1c(F)cccc1F	-16.2	i
CC(=O)Nc1ccc(S(=O)(=O)N2CCN(C34CC5CC(CC(C5)C3)C4)CC2)cc1	-6.7	i
CCc1cccc(CC)c1NC(=S)NCCc1ccc(O)c(O)c1	10.5	i
C=CCc1ccc(OCCCN2CCCC(C)C2)c(OC)c1 (stereo not given)	-24.1	i
CCOC(=O)c1cc(=O)c2ccc(OCC(=O)Nc3ccccc3)cc2o1	2.7	i
Cc1ccc(NC(=O)NCCc2ccc(S(N)(=O)=O)cc2)cc1	-12.2	i
Cc1ccccc1C(=O)N1CCc2c([nH]c3ccccc23)C1C(F)(F)F (stereo not given)	-25.2	i
S=C(NCCN(C1CCCCC1)C1CCCC1)Nc1cccc(Cl)c1	-5.1	i
CCOC(=O)C1CCN(C(=O)COc2ccc(S(=O)(=O)N3CCOCC3)cc2C)CC1	-8.2	i
Cc1ccccc1CN1C(=O)c2ccccc2S1(=O)=O	-19.1	i

4 records drawn at random from those above, as already listed:
SMILES	OX1R antag	CHT allo act
S=C(NCCN(C1CCCCC1)C1CCCC1)Nc1cccc(Cl)c1	-5.1	i
CC(=O)Nc1ccc(S(=O)(=O)N2CCN(C34CC5CC(CC(C5)C3)C4)CC2)cc1	-6.7	i
Cc1ccccc1C(=O)N1CCc2c([nH]c3ccccc23)C1C(F)(F)F (stereo not given)	-25.2	i
CCCCNC(=S)N(C)/N=C/c1c(F)cccc1F	-16.2	i

Reformatted: results already given
SMILES,OX1R antag,CHT allo act
COc1ccc(Cl)cc1C(=O)OCC(=O)Nc1cccnc1Cl,-6.5,nt
C[C@@H](NC(=O)c1cc2c([nH]c3ccccc32)c(-c2ccccc2)n1)C(=O)O,-16.3,i
CCCCNC(=S)N(C)/N=C/c1c(F)cccc1F,-16.2,i
CC(=O)Nc1ccc(S(=O)(=O)N2CCN(C34CC5CC(CC(C5)C3)C4)CC2)cc1,-6.7,i
CCc1cccc(CC)c1NC(=S)NCCc1ccc(O)c(O)c1,10.5,i
C=CCc1ccc(OCCCN2CCCC(C)C2)c(OC)c1 (stereo not given),-24.1,i

(next part)
SMILES	OX1R antag	CHT allo act
CCOC(=O)C1C(c2cc(OC)c(O)c(OC)c2)NC(=S)NC1(O)C(F)(F)F (stereo not given)	-17.8	i
Cc1ccc(NC(=O)CCOc2ccccc2C)cc1C	-24.7	i
Cn1cnc([N+](=O)[O-])c1Nc1cccc(O)c1	-6.8	i
Cc1cc(N2C(=O)c3ccc(C(=O)NCc4ccccc4)cc3C2=O)no1	-5.6	i
Nc1nonc1/C(=N/O)N1CCCC1	-27.2	i
O=C(NCc1nnc(SCC(=O)N2CCCCCC2)o1)c1ccco1	-17.8	i
O=C(NC(=S)Nc1ccc2oc(-c3cccnc3)nc2c1)c1cccc(Cl)c1	-18.2	i
Cc1cccc(OCC(=O)Nc2ccccc2N2CCN(C)CC2)c1	-17.5	11.4*
COC(=O)[C@H](C)[C@@H]1C[C@@]1(C)[C@@H](NC(=O)OCc1ccccc1)c1ccccc1	-31.8	i
CC(C)c1cccc(C(C)C)c1NC(=O)CNCC(O)c1ccccc1 (stereo not given)	-25.7	i
CC1=C(Cl)C2=NS(=O)(=O)CCN2C=C1Cl	-11.8	i
O=C1CCCC2=C1C(c1ccccc1O)C1=C(CCCC1=O)O2	-12.8	i
CCn1c(/C=C2/C(=O)N(C)c3ccccc32)nc2ccccc2c1=O	-14.9	i
O=C(CCCn1c(=O)[nH]c2ccsc2c1=O)NC1CCCCC1	-23.4	i
Cc1ccc(C)c(N(CC(=O)NCc2ccccc2)C(=O)c2csnn2)c1	-18.7	i
Cc1ccc(-n2nc3c(c2NC(=O)c2ccc4c(c2)OCO4)CS(=O)(=O)C3)cc1	-18.0	i
CN1CCCN(c2ncnc3scc(-c4ccc(F)cc4)c23)CC1	-21.3	i
Oc1c(/C=C/C=C/C=Nc2ccccc2)sc(=S)n1Cc1ccccc1	-10.5	i
COc1cc(NC2c3ncccc3C(=O)N2Cc2ccco2)cc(OC)c1 (stereo not given)	-16.1	i
COc1ccc(CN2C(=O)c3ccccc3C2C(=O)NC2CCCC2)c(OC)c1 (stereo not given)	-17.2	i
CC(=O)Nc1ccc(Nc2cc(C(C)C)nc3c(-c4ccccc4)c(C)nn23)cc1	-45.3	i
CN1CCCc2cc3c(C(F)(F)F)cc(=O)oc3nc21	-6.0	i
COc1cc2c(cc1NC(=O)/C=C/c1ccccc1)oc1ccccc12	-2.5	i
N#CCCn1cc(/C=N/NC(N)=S)c(-c2ccccc2)n1	-7.2	i
CCN(CC)c1ccc(/C=N/NC(=O)c2ccco2)cc1	3.6	i
COCCn1c(C2CCCCC2)nc2sc3ccccc3c(=O)c2c1=O	-20.0	i
COc1ccc(C(=O)Nc2ccccc2C(=O)N2CCOCC2)cc1	-7.8	i
